AmpC detergent: inhibitors of E. coli AmpC beta-lactamase with detergent. 370,000 tested, 0.041% active. P00811. Potency, µM (series often up to 114 µM), for the others: top-dose activity change, negative = inhibition, most hits filed as inhibitors. AmpC hydrolysis of nitrocefin, absorbance 480 nm, 0.01% Triton;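 also: potency is read from the fitted curve at half-maximal effect; 0% = no-compound wells and -100% = no-enzyme wells; nearly all actives have a fitted effect of over 25% in size; some results filed as inactive show a strong effect at the top dose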
Target sequence (P00811 whole entry, looked up): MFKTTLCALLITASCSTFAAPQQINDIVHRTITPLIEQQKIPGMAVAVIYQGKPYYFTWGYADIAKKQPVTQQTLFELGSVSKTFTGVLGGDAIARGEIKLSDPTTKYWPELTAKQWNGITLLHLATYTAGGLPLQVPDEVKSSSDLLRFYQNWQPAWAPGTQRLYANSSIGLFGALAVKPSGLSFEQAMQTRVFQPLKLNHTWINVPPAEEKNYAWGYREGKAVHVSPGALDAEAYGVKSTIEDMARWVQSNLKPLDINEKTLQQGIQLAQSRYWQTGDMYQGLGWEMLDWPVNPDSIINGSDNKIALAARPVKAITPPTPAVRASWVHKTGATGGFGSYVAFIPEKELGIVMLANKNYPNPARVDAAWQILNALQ
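20 mM phosphate pH 7.0 + 0.01% (detergent screen) or 0.0001% Triton X-100; 5.3 nM AmpC reagent; cpd preinc 15 min RT; nitrocefin (800 uM stock) to start; A480 q20 s × 4 min; Activity was normalised to no-enzyme and no-compound control wells.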
HCMV antiviral: human cytomegalovirus inhibition | activity change, negative = inhibition, % at 57.5 µM | 410,000 tested, 4.5% active | AID 1259415 | HFF cells, HCMV-luciferase reporter, 72 h; active compounds read low; in the data active = activity change below about -60%; inconclusive = no clear call, values can overlap the other calls; inactive = above about -39%
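HFF cells seeded 16 h at 37C, treated with compounds, infected with luciferase-reporter HCMV at MOI 1 PFU/cell; luciferase read at 72 h post infection, normalized to buffer-only and Salinomycin controls.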
AMA1-RON2 inh: disrupts binding of P. falciparum AMA1 to RON2 | AlphaScreen AMA1-biotinylated RON2 peptide binding | Potency, µM (highest dose often 58.2 µM), without a hit: at the highest dose activity change, negative = inhibition, hits mostly inhibitors | 360,000 tested, 0.2% active;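 also: potency is read from the fitted curve at half-maximal effect; 0% = vehicle wells and -100% = peptide control; nearly all actives have a fitted effect of over 45% in size; some results filed as inactive show a strong effect at the top dose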
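AMA1 (3D7) with his tag at 25 nM final met compounds first, then biotinylated RON2 peptide at 25 nM; detection used donor plus acceptor beads, 10 µg/mL apiece, read by AlphaScreen after 30 min at room temperature.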
AmpC no deterg: blocks E. coli AmpC beta-lactamase in detergent-free assay; AID 485341; Potency, µM (doses to about 57.1 µM), inactives show at the top dose activity change, negative = inhibition, most hits filed as inhibitors; 330,000 tested, 0.52% active; AmpC nitrocefin hydrolysis, absorbance 480 nm, 0.0001% Triton;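 also: potency is read from the fitted curve at half-maximal effect; plate controls were no compound for no effect and no enzyme for full effect; nearly all actives have a fitted effect of over 20% in size; some results filed as inactive show a strong effect at the top dose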
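20 mM phosphate pH 7.0 + 0.01% (detergent screen) or 0.0001% Triton X-100; 5.3 nM AmpC reagent; cpd preinc 15 min RT; nitrocefin (800 uM stock) to start; A480 q20 s × 4 min; Activity was normalised to no-enzyme and no-compound control wells.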
FBPA Giardia inh: blocks Giardia fructose-bisphosphate aldolase activity; A8B2U2; purified Giardia FBPA; Potency, µM (titrated, usually from 59.6 µM), without a hit: at the top dose activity, negative = inhibition, usual class: inhibitors; 290,000 tested, 0.71% active; also: potency is read from the fitted curve at half-maximal effect; nearly all actives have a fitted effect of over 55% in size
Target sequence (A8B2U2 whole entry, looked up): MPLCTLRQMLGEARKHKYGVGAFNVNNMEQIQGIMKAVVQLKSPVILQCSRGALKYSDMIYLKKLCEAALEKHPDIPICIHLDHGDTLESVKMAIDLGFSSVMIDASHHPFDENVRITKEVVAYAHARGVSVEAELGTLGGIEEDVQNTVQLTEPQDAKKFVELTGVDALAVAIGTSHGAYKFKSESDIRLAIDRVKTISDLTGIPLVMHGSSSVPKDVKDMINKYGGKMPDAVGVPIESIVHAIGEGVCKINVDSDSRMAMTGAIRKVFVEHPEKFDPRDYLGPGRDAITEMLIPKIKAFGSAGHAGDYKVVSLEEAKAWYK
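40 nM FBPA preincubated 10 min at RT with compound (up to 57.5 uM final), then substrate plus GAPDH/TPI/NAD/arsenate coupling and diaphorase/resazurin added. Fluorescence read after 20 min at RT, 525/598 nm.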
Sm TGR inh: blocks Schistosoma mansoni thioredoxin glutathione reductase; Potency, µM (titrated, usually from 114 µM), inactives show at the top dose activity change, negative = inhibition, actives largely listed as inhibitors; AID 485364; purified TGR, DTNB reduction, TNB absorbance 405 nm; Q962Y6; 360,000 tested, 3% active; also: potency is read from the fitted curve at half-maximal effect; nearly all actives have a fitted effect of over 60% in size
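TGR 20 nM + NADPH 100 uM (dispensed conc.), cpd preinc 15 min RT; start with NADPH (500 uM addition) then DTNB (15 mM addition). Kinetic TNB absorbance, 405 nm filter. Four-parameter Hill fit across titration.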
An asterisk follows results filed as active; ? = inconclusive; . = no result given; [ ] = remark or other dose. Unless noted, calls follow the shape of the dose curve; as a rule, active = well fitted curve in the direction sought with a large enough effect; inconclusive = small, poorly fitted or top-dose-only effect, or another doubt; inactive = no such curve, though single readings can be large; an effect the other way counts as inactive or inconclusive. Unless noted, % is scaled to controls: 0 for no effect and ±100 for the full control effect. Compounds as they come; any-hit rate near 7.8%.

SMILES | AmpC detergent | HCMV antiviral | AMA1-RON2 inh | AmpC no deterg | FBPA Giardia inh | Sm TGR inh
Clc1ccc(Cc2ccccc2)nn1 | -14% | 21 | -1% | -7% | 1% | 0%
COc1ccc(S(=O)(=O)Nc2ccc(CC#N)cc2)cc1 | ? | -21 | -5% | -26% | 4% | 5%
O=C(CCC(=O)c1ccc(F)cc1)Nc1ccccc1Cl | -8% | -11 | -5% | -24% | 3% | 31%
O=C(NC1=NCCS1)c1nc(-c2ccccc2)n(-c2ccccc2)n1 | ? | -5 | 3% | -40% | 1% | -3%
CCC(CC)c1nnc(NC(=O)CCc2ccccc2)s1 | ? | 70 | -2% | -17% | 4% | -4%
Cc1ccc(NC(=O)Nc2ccc3c(c2)CCC3)cc1C | 5% | 27 | -13% | -25% | . | 0%
COc1ccc(N2C(=O)CC(Sc3nc(C)cc(C)c3C#N)C2=O)cc1 (stereo not drawn) | 0% | -9 | 3% | -16% | -1% | ?
CCN1C(=O)/C(=C\c2ccncc2)SC1=Nc1ccc(C)c(C)c1 | 2% | 46 | -10% | -22% | 0% | 2%
C[N+](C)=C1SCC(C)(/C=N/O)S1 (stereo not drawn) | 2% | 4 | 39%[activator] | 1% | 14µM* | -30%
Cc1c(F)cccc1NS(=O)(=O)c1ccc2c(c1)n(C)c(=O)c(=O)n2C | 1% | 15 | 2% | -10% | -6% | 0%
COc1ccc(-n2nc(C(=O)NCC(=O)N3CC(C)CC(C)C3)c3ccccc3c2=O)cc1OC (stereo not drawn) | -6% | -17 | 1% | 149%[activator] | . | -8%
Cc1ccc(C2C(=O)N(C3CCCC3)CC(=O)N2C2CCCCC2)cc1 (stereo not drawn) | ? | -32 | -3% | 25% | 4% | -30%
Cc1[nH]c(=O)[nH]c(=O)c1/C=N/NC(=O)[C@H](C)NC(=O)OC(C)(C)C | -15% | -29 | 58%[activator] | -3% | -2% | -2%
COc1ccc(CC(=O)N2CCN=C2SCc2cccc([N+](=O)[O-])c2)cc1 | -2% | -22 | -21% | -3% | 0% | -4%
c1ccc(-c2ccncc2)nc1 | -1% | 14 | -8% | -11% | . | 3%
COCCN1CCN(C(=O)C2CCC(=O)N(Cc3cccc(C(F)(F)F)c3)C2)CC1 (stereo not drawn) | 3% | -13 | 2% | 36% | . | -2%
O=C(O)CCC(=O)Nc1sc2c(c1C(=O)NCc1ccccc1)CCCC2 | 1% | 9 | -11% | -9% | 1% | 96%[activator]
Cc1ccc(-c2csc(NC(=O)C3=COCCO3)n2)cc1 | ? | 42 | -14% | 1% | -1% | -11%
Cc1nnc(Sc2c(-c3ccccc3)c3ccc(Cl)cc3[nH]c2=O)s1 | 3% | 17 | 10% | -12% | -8% | -16%
Cc1cc(C)nc(CCNC(=O)c2cc(COc3c(F)cccc3F)on2)n1 | 9% | ? | -1% | 10% | -2% | 14%
O=C(O)c1ccc(NC(=O)C2CCCCC2)cc1 | -3% | 5 | -12% | -16% | 5% | 5%
COC(=O)c1ccccc1N(C)S(=O)(=O)c1cc2c(cc1C)OCC(=O)N2 | 3% | -30 | 6% | -9% | -16% | 3%
CC(Nc1ccccc1)c1cc(Cl)ccc1O (stereo not drawn) | ? | 18 | 0% | -24% | -6% | -28%
CC1(OC(=O)CCc2ccccc2)C(=O)C=C2C=C(c3ccc(C#N)cc3)N(CCc3c[nH]c4ccccc34)C=C2C1=O (stereo not drawn) | -5% | -5 | -2% | 0% | ? | -1%
CCCCOC(=O)c1ccccc1N1C(=O)C2C3CCC(C3)C2C1=O (stereo not drawn) | 2% | 6 | 6% | 4% | 1% | 4%

The last two entries of the section before open the next one.
SMILES | AmpC detergent | HCMV antiviral | AMA1-RON2 inh | AmpC no deterg | FBPA Giardia inh | Sm TGR inh
CC1(OC(=O)CCc2ccccc2)C(=O)C=C2C=C(c3ccc(C#N)cc3)N(CCc3c[nH]c4ccccc34)C=C2C1=O (stereo not drawn) | -5% | -5 | -2% | 0% | ? | -1%
CCCCOC(=O)c1ccccc1N1C(=O)C2C3CCC(C3)C2C1=O (stereo not drawn) | 2% | 6 | 6% | 4% | 1% | 4%
CCCNC(=O)NNC(=O)c1ccc(F)cc1 | 6% | 1 | 3% | -4% | 1% | 9%
CCOc1ccc(N2C(=O)C3CCCN3C2=O)cc1 (stereo not drawn) | ? | ? | 10% | -14% | 2% | 1%
O=S(=O)(c1ccccc1F)N1CCN(c2nc3ccccc3s2)CC1 | -6% | 18 | -14% | -9% | 2% | 0%
CCCNC(=O)C1CCC(Cn2c(=O)c3sccc3n(CC(=O)N3CCCC3)c2=O)CC1 (stereo not drawn) | -3% | 6 | . | . | . | -6%
COc1ccc(NC(=S)NCCc2c[nH]c3ccc(OC)cc23)c(OC)c1 | ? | ? | -3% | -39% | 0% | -4%
CN(Cc1ccccc1)C(=O)c1ncn(C)c1C(=O)N(C)Cc1ccccc1 | 1% | -4 | -8% | 2% | . | 20µM*
Cc1ccc(-n2c(CCC(=O)O)ccc2-c2cccs2)cc1 | 0% | -6 | 0% | -45% | 7% | 13µM*
Cc1nn2c(CN(C(=O)CN3CCOCC3)c3ccccc3)nnc2c2ccccc12 | 5% | -19 | 8% | 21% | 6% | 6%
Clc1ccc(-c2nnc(-c3ccccc3)c(-c3ccccc3)n2)cc1 | -1% | ? | -29% | 99%[activator] | 1% | 9%
CN(C(=O)COC(=O)Cc1c[nH]c2ccccc12)c1c(N)n(Cc2ccccc2)c(=O)[nH]c1=O | 3% | -9 | -3% | 2% | . | 4%
Cc1ccc(S(=O)(=O)N(C)/N=C2/C(=O)N(CC(=O)O)c3ccccc32)cc1 | -4% | 52 | -15% | -11% | 5% | ?
CCOc1ccc(CCN2C(=O)C3C4C=CC(C4)C3C2=O)cc1OCC (stereo not drawn) | -4% | -3 | 13% | ? | -2% | 5%
Cn1nnc2ccccc2c1=O | ? | 27 | 15% | 82%[activator] | -1% | -8%
Cc1cc2n(n1)SC(Nc1ccc(F)c(Cl)c1)N2 (stereo not drawn) | -14% | -25 | 71%[activator] | -29% | ? | 8.9µM*
Cc1ccccc1C1C=C(c2ccc(Cl)cc2)Nc2nnnn21 (stereo not drawn) | 4% | -24 | . | . | . | 1%
O=C(CCSc1ccccc1)Nc1nnc(-c2ccccc2)o1 | -14% | 1 | 115%[activator] | -36% | 24% | 0%
COc1ccc2c(c1)CCc1c(C(=O)N3CC4(C)CC3CC(C)(C)C4)noc1-2 (stereo not drawn) | ? | ? | -14% | 24% | -10% | ?
COCCNC(=S)N1CCN(c2nc(-c3ccccc3)cs2)CC1 | ? | ? | -20% | 106%[activator] | 4% | 7%
Cc1ccc(-n2nnnc2SCC(=O)NCC2(N3CCOCC3)CCCCC2)c(C)c1 | 0% | ? | 13% | 117%[activator] | . | -6%
COc1ccc(CCNC(=O)CSc2nccc(=O)[nH]2)cc1OC | -9% | 4 | -1% | -12% | -4% | 1%[57.1 µM]
COc1ccc(-c2[nH]ncc2/C=N\NC(=O)c2ccc(C(C)(C)C)cc2)cc1OC | -14% | -9 | 66%[activator] | 76%[activator] | -3% | 4%
O=C(CNC(=O)c1ccco1)OCc1ccc(C(=O)c2ccccc2)cc1 | -8% | -9 | -3% | -7% | 8% | 10%
O=C(CSC1=Nc2ccccc2C2CC=NN12)Nc1ccc(F)c(F)c1F (stereo not drawn) | -1% | 35 | 6% | -28% | . | -5%
COc1ccc(-c2nc3cc(NC(=O)COc4ccc(F)cc4)ccc3o2)cc1 | 18% | 36 | . | . | . | 6%
O=S(=O)(CCc1ccccc1)N1CCOCC1 | -14% | 3 | 0% | -14% | 4% | 0%

Four of the compounds above, with values under each structure:
Values in the order – AmpC detergent, HCMV antiviral, AMA1-RON2 inh, AmpC no deterg, FBPA Giardia inh, Sm TGR inh
Cc1ccc(-n2nnnc2SCC(=O)NCC2(N3CCOCC3)CCCCC2)c(C)c1
  0%, ?, 13%, 117%[activator], ., -6%
COc1ccc(CCNC(=O)CSc2nccc(=O)[nH]2)cc1OC
  -9%, 4, -1%, -12%, -4%, 1%[57.1 µM]
COc1ccc(-c2[nH]ncc2/C=N\NC(=O)c2ccc(C(C)(C)C)cc2)cc1OC
  -14%, -9, 66%[activator], 76%[activator], -3%, 4%
O=C(CNC(=O)c1ccco1)OCc1ccc(C(=O)c2ccccc2)cc1
  -8%, -9, -3%, -7%, 8%, 10%

Carrying on:
SMILES | AmpC detergent | HCMV antiviral | AMA1-RON2 inh | AmpC no deterg | FBPA Giardia inh | Sm TGR inh
O=C(NO)c1ccc(C(=O)N(C2CCCCC2)C2CCCCC2)cc1 | ? | -4 | 46%[activator] | -14% | ? | 0%
Cc1ccc(O)c(NC(=O)c2cc3nc4c(c(C(F)(F)F)n3n2)CCc2ccccc2-4)c1 | -14% | 28 | 81%[activator] | -19% | 7% | 8%
O=C(N/N=C/c1c(Cl)[nH]c2ccccc12)c1sc2ccccc2c1Cl | -1% | -22 | 37%[activator] | -44% | -12% | -3%
CC(C)CCNC(=O)Cn1c(=O)oc2cc(S(=O)(=O)N3CCc4ccccc43)ccc21 | -9% | ? | -1% | -26% | -7% | -2%
O=c1c2ccccc2oc2cc(-c3ccc4cc[nH]c4c3)ccc12 | . | 16 | 14% | -35% | . | .
CC(C)C(NC(=O)OCc1ccccc1)C(=O)OCC(=O)NC1CC1 (stereo not drawn) | 4% | -20 | -11% | -11% | 5% | ?
CCN(CC(=O)Nc1ccc(NC(C)=O)cc1)C(=O)c1ccc(COc2ccccc2)o1 | -5% | 0 | 4% | -28% | . | -6%
CCc1ccc(C(=O)Nc2nnn(CC)n2)cc1 | -2% | 51 | -8% | -11% | -6% | 5%
COC(=O)c1c(C(=O)OC)c2ccccn2c1C(=O)c1ccccc1 | ? | 2 | 10% | 15% | 1% | -22%
Cc1cnc(C(=O)OCC(=O)Nc2sc3c(c2C#N)CCC3)cn1 | ? | -7 | -21% | -10% | . | -1%
O=C(Nc1cccc(S(=O)(=O)N2CCOCC2)c1)c1ccc2c(=O)n3c(nc2c1)CCCCC3 | -6% | -84* | -11% | 78%[activator] | 2% | -32%
O=C(O)COc1ccc(F)cc1Br | 1% | -35 | 3% | -10% | 4% | 8%
CC(=O)Nc1ccc(C(=O)CSc2nnc3scc(-c4ccccc4)n23)cc1 | ? | 19 | 3% | -2% | 11% | 0%
CCOc1cc(/C=C/c2cc(C(F)(F)F)[nH]c(=O)n2)ccc1O | 8% | -98* | 2% | -22% | 1% | 7%
CC(C)(C)NC(=O)CSc1nc(O)cc(=O)n1-c1ccccc1 | 2% | 16 | 8% | -20% | 4% | 4%
O=C(O)CCNS(=O)(=O)c1ccc2c(c1)Cc1ccccc1-2 | 5% | -14 | 1% | -18% | 24% | 13%
CSc1ccc(CCNC(=O)c2cc3cc4cc(C)ccc4nc3s2)cc1 | 18% | 61 | . | . | . | 4%
COc1cc(NC(=O)NCc2ccncc2)cc(OC)c1OC | 6% | 9 | -2% | -34% | -15% | -1%
Cc1cc(C)cc(N(CC(=O)NCC2CCCO2)C(=O)CCC(=O)Nc2cc(C)on2)c1 (stereo not drawn) | -12% | -5 | -14% | 33% | 7% | -15%

Source: PubChem BioAssay (National Center for Advancing Translational Sciences (NCATS))
